Lipid storage S3: qHTS Assay for Lipid Storage Modulators in Drosophila S3 Cells | 0.64% of 320,000 active | lipid storage change, negative = inhibition, % at the top dose, mostly 46.1 µM; hits show Potency in µM | Drosophila S3 cells, BODIPY lipid droplet fluorescence, 18-24 h; cells fed with added oleic acid; active = well fitted inhibition curve with a large enough effect in the signal ratio, with a control signal flat, not every such curve was filed as active; inconclusive = small, poorly fitted or top-dose-only effect, or effect the other way, or a change in a side signal; the % refers to the signal ratio
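Laser-scanning cytometry quantifies lipid droplet accumulation (500–530 nm total intensity; droplet/cell object ratio) in oleic acid-fed (400 uM added) Drosophila S3 cells treated with a concentration series. 20 uM Triacsin C defined 100% inhibition.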
Lipid storage S3 cell count max: recorded beside Lipid storage S3, whose call it bears; cell number change, %; measured here: cell count max response;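 cells counted by Cell Tracker Red CMTPX staining in the red channel; peak over a dose series mostly up to 46.1 µM; percent activity relative to internal control wells on each plate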
* = called active by the depositor; i = inactive; ? = inconclusive; . = no result given; & = joins results of further samples; [ ] = dose if it differs, or a comment. % is set by controls: 0 for no effect and ±100 for the full control effect; potency is the fitted concentration of half-maximal effect.

Under each structure – Lipid storage S3 cell count max	Lipid storage S3
CC(=O)NC(c1ccco1)c1cc(Cl)c2ccc(Cl)nc2c1O (stereo not given)
→ 23&16	8%&14%
CCOC(=O)[C@@H]1[C@H]2COc3ccc(Br)cc3[C@@H]2N2C(=O)N(c3ccc(C(F)(F)F)cc3)C(=O)[C@]12C
→ 18	19%
O=C(CN1C(=O)S/C(=C\c2ccccc2F)C1=O)Nc1ccccc1O
→ -25	2%
CN(C)/C=N/c1nc2nccc(-c3cccnc3)n2n1
→ 22	-4%
CC1=C(C)CC(C(=O)NCc2ccc3c(c2)OCO3)C(C(=O)O)C1 (stereo not given)
→ .	?
CC(=O)C1=C(N2CCCCC2)CCC1=O
→ .	26%
Nc1ccc(S(=O)(=O)Nc2nc(-c3ccccc3)cc(-c3ccccc3)n2)cc1
→ .	?
CCOCCCNC(=O)c1cccc(OC2CCN(S(C)(=O)=O)CC2)c1
→ 12	-3%
CCC(CO)Nc1ncc([N+](=O)[O-])cc1C#N (stereo not given)
→ 13	3%
O=C(CCNS(=O)(=O)c1ccc(Br)s1)NC1CCCC1
→ 23	-15%
COc1ccc(C)cc1NC(=O)CN(c1ccccc1)S(C)(=O)=O
→ .	?
Cn1c(C(=O)NCc2cccs2)cc2oc3ccccc3c21
→ .	?
Cc1nnc(NC(=O)C(C)Sc2nnc(-c3ccco3)n2C(C)C)s1 (stereo not given)
→ .	?
CCC(C)N(C(=O)Cn1nnc(-c2ccc(F)cc2)n1)C1CCS(=O)(=O)C1 (stereo not given)
→ 8	18%
O=C(Nc1cccnc1)c1cc2nc(C3CC3)cc(C(F)(F)F)n2n1
→ .	?
O=c1[nH]cnc2c1ncn2Cc1ccc([N+](=O)[O-])cc1
→ .	?
COc1ccc(-c2cc(C(=O)NN3CCOCC3)c3ccccc3n2)cc1OC
→ .	?
Cc1cccc(-n2ncc3c(NNC(=O)c4ccco4)ncnc32)c1
→ 6	25%
CCOc1ccc(NC(=O)CN(C)C(=O)c2ccccc2SCc2c(C)noc2C)cc1OCC
→ -14	8%
O=C(Nc1ccc(F)cc1)c1nc[nH]c1C(=O)Nc1ccc([N+](=O)[O-])cc1
→ .	?
CCCN1CCN(CCCNC(=O)c2cc3c(=O)[nH]c4ccc(C)cc4c3s2)CC1
→ 9	-12%
CC(Oc1ccccc1)C(=O)Nc1nnc(C2CCCCC2)s1 (stereo not given)
→ 7	12%
COc1ccc(CNC(=O)CN2C(=O)NC3(CCCc4sccc43)C2=O)cc1OC (stereo not given)
→ .	?
CC(=O)Nc1ccc(S(=O)(=O)N2CC3(C)CC2CC(C)(C)C3)cc1 (stereo not given)
→ .	?
COc1ccccc1CN(Cc1nc2ccccc2c(=O)[nH]1)S(=O)(=O)c1ccc(C)cc1
→ .	?
CCOC(=O)c1c(N)sc2c1CCC(CC)C2 (stereo not given)
→ .	?
CCS(=O)(=O)CCSC(=N)N
→ .	?
Cc1ccc(Cn2ccnc2C(=O)Nc2ccccc2)cc1
→ .	?
Cc1ccc(NC(=O)c2cc(-c3ccccc3)nn2-c2ccccc2)c(Br)c1
→ .	?
Cc1[nH]c(=S)[nH]c(=O)c1CCOc1ccccc1
→ .	?
CC1CN(C(=O)/C(C#N)=C2\N=C(NC(=O)c3ccccc3Cl)c3ccccc32)CC(C)O1 (stereo not given)
→ .	?
CCCOc1ccc2[nH]c(C(=O)N/N=C/c3cc(OC)c(OC)c(OC)c3)cc2c1
→ .	?
COc1cccc(C2C(C#N)=C(N)OC3=C2C(=O)CC(c2ccco2)C3)c1OCc1ccc(F)cc1 (stereo not given)
→ -13	-8%
CC(C)N(C)CCOC(=O)c1ccccc1Br
→ -8	20%
O=C(/C=C/c1ccc(-c2ccccc2[N+](=O)[O-])o1)c1ccco1
→ .	?
COc1ccc(CNC(=O)C2CC(=O)N(c3ccc(OCC(=O)N4C(C)CCCC4C)cc3)C2)cc1 (stereo not given)
→ -5	i
Oc1ccccc1/C=N/Nc1nn[nH]n1
→ 15	16%
COc1ccc(NC(=O)CSc2nc3ccsc3c(=O)n2CCC(=O)O)c(OC)c1
→ .	?
CCn1nc(C(=O)OCC(=O)N(CC(C)C)c2c(N)n(Cc3ccccc3)c(=O)[nH]c2=O)c2ccccc2c1=O
→ .	0%[0.0737 µM]
COc1ccc(OC)c(S(=O)(=O)NC2CCSc3ccccc32)c1 (stereo not given)
→ .	?
CCN(Cc1nc2ccccc2c(=O)[nH]1)C(=O)CN1C(=O)NC2(CCCCC2C)C1=O (stereo not given)
→ .	?
COC(=O)c1ccccc1NC(=O)c1ccnn1C
→ 5	10%
Cc1cccc(C=Nc2ccccc2C(N)=O)c1
→ .	?
COc1ccc(-c2nnn(CC(=O)N3CCOCC3)n2)cc1
→ .	?
CC(C)CCOc1ccc(C(=O)N2CCN(c3ncccn3)CC2)cc1
→ .	?
C=C(C)CSc1nnc2n(C)c(=O)c3c4c(sc3n12)CCC4
→ .	?
O=C(Nc1ccccc1N1CCN(C(=O)c2ccccc2)CC1)c1ccc([N+](=O)[O-])o1
→ 12*	8.2µM*
Cc1cc(C)c(C)c(S(=O)(=O)NCc2ccc(C(=O)N3CCCC3)cc2)c1C
→ .	?
CN(NS(=O)(=O)c1ccc(Cl)cc1)c1nc(C(F)(F)F)nc2ccccc12
→ .	?
COc1ccc2c(c1)CCc1c(C(=O)NCCCn3ccnc3)noc1-2
→ .	?
O=C(O)/C=C\C(=O)O
→ 7	13%
COc1cc(CN2CCN(S(=O)(=O)c3ccc(F)cc3)CC2)cc(OC)c1OC
→ 13	-22%
CCOC(=O)c1c(NC(=O)c2cccc(N3C(=O)CCC3=O)c2)sc2c1CCN(CC)C2
→ .	?
CCc1cccc(C)c1NC(=O)COC(=O)C1CCN(S(=O)(=O)c2ccccc2)CC1
→ .	22%
CN(CC(=O)Nc1ccc(Cl)cc1F)C1CCS(=O)(=O)C1 (stereo not given)
→ .	?
CCOc1cc(NC(=O)c2ccco2)c(OCC)cc1NC(=O)Cc1cccc(OC)c1
→ .	i
CCOC(=O)c1cnn(CCOC(=O)c2cccc(F)c2)c1NC(=O)c1cccc(F)c1
→ .	?
Nc1c2c(nc3ccn(Cc4ccccc4)c(=O)c13)CCC2
→ .	?
COc1ccc(S(=O)(=O)N(CC(=O)NC2CC2)c2ccc(C)cc2)cc1
→ -1	7%
CCCCNC(=O)OCCNC(=O)NC
→ -7	-19%

Later entries:
Under each structure – Lipid storage S3 cell count max	Lipid storage S3
COc1ccc(NS(=O)(=O)c2cccc3cccnc23)cc1OC
→ .	?
CCOC(=O)c1ccc(-c2ccc(C3Nc4ccccc4C(=O)N3O)o2)cc1 (stereo not given)
→ .	?
N#CC1=C(SCC(=O)NC2CC2)NC(=O)C(C#N)C12CCCCC2 (stereo not given)
→ .	?
COc1ccc(OC)c(N/C=C/C(=C(C#N)C#N)N(C)C)c1
→ .	?
Nc1ccc(C(=O)N/N=C/c2sc(N3CCOCC3)nc2-c2ccccc2)cc1
→ .	?
Cc1cc(C)c2c(CN3CCN(Cc4ccccc4)CC3)cc(=O)oc2c1C
→ .	?
CCOc1ccc(-c2csc(NC(=O)CSC3=NC(=O)CN3C(C)=O)n2)c2ccccc12
→ .	?
O=C(Nc1cccc(S(=O)(=O)NC2=NCCC2)c1)c1cnc(Cl)c(Cl)c1
→ .	?
O=C(O)c1ccc2c(c1)C(=O)N(Cc1ccc3c(c1)OCO3)C2=O
→ 1	4%
O=C(NNC(=O)c1cc(OCC(F)(F)F)ccc1OCC(F)(F)F)c1cccc(C(F)(F)F)c1
→ .	?
O=C(CC1NCCN(Cc2ccccc2)C1=O)Nc1ccccc1 (stereo not given)
→ 7	-3%
CCn1cc(C(=O)NC2CCCCC2C)c(=O)c2ccc(C)nc21 (stereo not given)
→ -15	12%
CCN(CC)S(=O)(=O)c1ccc(-c2nnc(SCc3nnc(-c4ccc(C)cc4)o3)n2CC)cc1
→ .	?
CCOc1ccc2nc(NC(=O)c3cc([N+](=O)[O-])ccc3N3CCOCC3)sc2c1
→ .	?
Cc1ccc(SCC(=O)NCc2ccncc2)cc1
→ .	?
O=C(CN1CCOCC1)NCc1ccccc1
→ 2	6%
CNC(=S)N=Nc1c(O)[nH]c2ccc(C(C)C)cc12
→ -2	-5%
Cn1c(=O)c2c(nc(CN3CCN(c4ccccc4)CC3)n2Cc2ccccc2F)n(C)c1=O
→ .	?
O=C(COC(=O)c1cc([N+](=O)[O-])ccc1NCCO)Nc1cccc(S(=O)(=O)N2CCCC2)c1
→ .	i
CCOc1ccccc1NC(=S)N1CCN(c2nc(-c3ccc(F)cc3)cs2)CC1
→ 24	-2%

Some of the entries above in another layout:
COc1ccc(NS(=O)(=O)c2cccc3cccnc23)cc1OC
  Lipid storage S3 cell count max = . | Lipid storage S3 = ?
CCOC(=O)c1ccc(-c2ccc(C3Nc4ccccc4C(=O)N3O)o2)cc1 (stereo not given)
  Lipid storage S3 cell count max = . | Lipid storage S3 = ?
N#CC1=C(SCC(=O)NC2CC2)NC(=O)C(C#N)C12CCCCC2 (stereo not given)
  Lipid storage S3 cell count max = . | Lipid storage S3 = ?
COc1ccc(OC)c(N/C=C/C(=C(C#N)C#N)N(C)C)c1
  Lipid storage S3 cell count max = . | Lipid storage S3 = ?

Next part.
Under each structure – Lipid storage S3 cell count max	Lipid storage S3
CS(=O)(=O)N(CC(=O)NCC1CCCO1)c1ccc(Cl)c(Cl)c1 (stereo not given)
→ -8	-7%
Cc1cccc(NC(=S)NC23CN4CN(CN(C4)C2)C3)c1C
→ 5	4%
CC(NS(=O)(=O)c1ccccc1)C(c1cccs1)N1CCN(C)CC1 (stereo not given)
→ -2	0%
Cc1cnc(C(=O)Nc2nnc(C)s2)cn1
→ .	?
Cc1[nH]n(-c2ccc([N+](=O)[O-])cc2)c(=O)c1C=NCCN1CCN(C(=O)c2ccccc2)CC1
→ .	?
CC(NC(=O)COC(=O)Cc1ccsc1)C1CC2CCC1C2 (stereo not given)
→ .	?
Cc1[nH]c(=O)c(C#N)c2c1COC(C)(C)C2
→ 2	0%
Cn1c(=O)n(C)c2cc(S(=O)(=O)N3CCN(c4ccccc4)CC3)ccc21
→ -6	2%
CC(=O)Oc1ccc(Nc2ccccc2)cc1
→ .	?
Cc1ccc(Cl)cc1N1CCN(C(=O)Cc2ccc(-n3c(=O)[nH]c4ccsc4c3=O)cc2)CC1
→ .	?
COc1ccc(C2CC(=O)C3=C(C2)NC(C)=C(C(=O)Nc2ccccc2C)C3c2coc3ccc(C)cc3c2=O)cc1OC (stereo not given)
→ -21	1%
Cc1cc(C)n(C(=O)c2ccc(C)o2)n1
→ -7	i
CC(=O)Oc1c(C)c2c3c(c1OC(C)=O)[C@@H](C)CC[C@@H]3[C@@H](C)C[C@H]2C=C(C)C
→ .	?
Cc1ccc(NC(=O)Cn2nnc(C(=O)NCc3ccc4c(c3)OCO4)c2N)cc1
→ 22	i
COc1cc(NC(=O)CSc2ccc(-c3ccco3)nn2)cc(OC)c1
→ .	?
COC(=O)CSc1nc(SCc2ccc(C)cc2)nc2c1CCCC2
→ .	i
COc1ccc(OC)c(C(=O)COC(=O)COc2ccccc2F)c1
→ .	?
CCOC(=O)Cc1csc(NS(=O)(=O)c2ccc(Cl)cc2)n1
→ 0	10%
Cc1ccnc(NC(c2cccnc2)c2ccc3cccnc3c2O)c1 (stereo not given)
→ .	i
Cc1cc(NC(=O)c2ccccc2Cl)n(C(C)(C)C)n1
→ 20	-1%
CC(Oc1ccccc1F)C(=O)NNC(=O)C1CC(=O)N(c2ccc3c(c2)OCCO3)C1 (stereo not given)
→ 7	12%
CCOC(=O)c1nnn(-c2nonc2-c2ccccc2)c1C
→ 1	9%
COC(=O)c1ccc(COC(=O)c2cnc(Cl)c(Cl)c2)cc1
→ -9	i
Oc1cccc(C(=S)N2CCCCC2)c1
→ 2	17%
COc1ccc(C(=O)Cn2nnc(-c3ccc(N4CCOCC4)cc3)n2)cc1OC
→ .	?
COc1cc(SC)ccc1C(=O)NC1CCCCC1
→ .	?
CC(=O)Nc1cccc(NC(=O)Cc2cccs2)c1
→ 9	6%
Cc1cc(C)n2c(Br)c(CSc3nc4ccccc4o3)nc2n1
→ .	?
COc1ccc(CC(=O)Nc2ccc(S(=O)(=O)N(C)C)cc2)cc1OC
→ -24	-16%
Cc1cc(N/N=C/c2ccc(O)cc2O)nc(-n2nc(C)cc2C)n1
→ .	?
O=C(O)CCC(=O)Nc1ccc(Sc2ccc([N+](=O)[O-])cc2)cc1
→ .	?
Cc1ccc(-c2csc3nc4c5ccccc5c(NCCCN5CCOCC5)nn4c(=O)c23)cc1
→ .	?
COc1ccc(/C=N/Nc2nc(C)cc(-c3ccccc3)n2)c(OC)c1
→ -5	6%
CC(C)=C1C2CCC1C(C(=O)Nc1sc(C)c(-c3ccc(C(C)C)cc3)c1C(N)=O)C2C(=O)O (stereo not given)
→ .	?
CC(=O)C1(C)N(O)C(C)(C)C(c2ccco2)=[N+]1[O-] (stereo not given)
→ 10	5%
COc1ccc(CNC(=O)Nc2cccc(C(F)(F)F)c2)cc1OC
→ .	?
CC(=O)Nc1ccc(Oc2ccc(-c3noc(C)n3)cc2)cc1
→ -23	11%
CN(CC(=O)Nc1n[nH]c(=S)s1)S(=O)(=O)c1cccc2cccnc12
→ -1	2%

2 entries drawn at random from those above, as already listed:
Under each structure – Lipid storage S3 cell count max	Lipid storage S3
CC(Oc1ccccc1F)C(=O)NNC(=O)C1CC(=O)N(c2ccc3c(c2)OCCO3)C1 (stereo not given)
→ 7	12%
CCOC(=O)c1nnn(-c2nonc2-c2ccccc2)c1C
→ 1	9%

An excerpt. The share of hits here may be higher or lower than overall.
